ARNT TACC3 PPI: disrupts binding between human ARNT and TACC3. Q9Y6A5. AlphaScreen His-ARNT PAS-B/GST-TACC3 binding, luminescence; TACC3 fragment carries E629A point mutation. inhibition, % at 9.99 µM. 390,000 tested, 0.66% active. AID 623870;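 active = mean inhibition of replicates at least 50% and at least half of replicates each reaching 50%; inconclusive = half or more replicates reach 50% but mean below 50%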;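 also: 0% = complete ARNT plus TACC3 wells and 100% = ARNT alone without TACC3; many hits fall short of the cut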
esBAF inh: SWI/SNF esBAF complex inhibition; mouse ES cells, Bmi1-luciferase knock-in reporter, 24 h; 100% = twice the neutral-well signal; reporter increase, % at 12.5 µM; 350,000 tested, 2% active; in the data active = activation above about 40%; inconclusive = no clear call, values can overlap the other calls;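 also: 0% = median of the plate's neutral control wells and 100% = double that signal; a rise in the Bmi1 reporter signal indicates esBAF inhibition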
RAD54 branch: blocks human RAD54 Holliday junction branch migration | FAM/BHQ fluorescence | Q92698 | inhibition, % at 10.4 µM | 360,000 tested, 0.14% active;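 active = mean normalized replicate activity at least 40 and at least half of replicates scoring 40 or more; inconclusive = only one of the two criteria met; inactive = mean below 40 and under half of replicates reaching 40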;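 also: 0% = median of neutral control wells and 100% = median of positive control wells; inhibitors cause a drop in the FAM fluorescence signal; in these data hits start at about 50%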
Target sequence (Q92698 whole entry, looked up): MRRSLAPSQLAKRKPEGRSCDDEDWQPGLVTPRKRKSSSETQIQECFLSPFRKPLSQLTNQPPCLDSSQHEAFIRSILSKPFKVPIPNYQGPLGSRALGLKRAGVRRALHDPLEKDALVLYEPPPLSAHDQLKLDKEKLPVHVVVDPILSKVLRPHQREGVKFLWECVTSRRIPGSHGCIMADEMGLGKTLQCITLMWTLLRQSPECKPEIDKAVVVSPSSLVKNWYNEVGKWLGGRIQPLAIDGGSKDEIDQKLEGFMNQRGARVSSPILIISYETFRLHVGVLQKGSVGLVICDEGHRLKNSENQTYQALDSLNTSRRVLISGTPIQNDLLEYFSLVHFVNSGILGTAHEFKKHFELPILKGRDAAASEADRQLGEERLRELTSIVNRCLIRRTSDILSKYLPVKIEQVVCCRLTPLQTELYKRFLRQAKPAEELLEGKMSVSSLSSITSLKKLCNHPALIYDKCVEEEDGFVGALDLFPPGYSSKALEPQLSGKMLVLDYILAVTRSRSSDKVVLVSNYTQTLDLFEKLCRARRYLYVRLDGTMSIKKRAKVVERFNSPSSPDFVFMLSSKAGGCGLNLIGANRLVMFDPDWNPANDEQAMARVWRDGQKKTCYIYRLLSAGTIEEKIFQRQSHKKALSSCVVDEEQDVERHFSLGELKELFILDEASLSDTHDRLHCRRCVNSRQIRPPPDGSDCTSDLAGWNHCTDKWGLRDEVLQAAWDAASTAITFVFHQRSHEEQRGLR
* = called active by the depositor; ? = inconclusive. The list is partial (hit frequency here may not be typical).

compound	ARNT TACC3 PPI	RAD54 branch	esBAF inh
COCCN(C(=O)c1csnn1)C(C(=O)NC1CCCCC1)c1cccs1 (stereo unspecified)	0	11	-6
O=C1C2C3C=CC(C3)C2C(=O)N1c1nccs1 (stereo unspecified)	1	-5	-2
CN(C)C(=O)c1ccccc1Sc1cc(Cl)ccc1Cl	-2	-15	-4
CC(C)Cn1c(-c2ccccc2F)n[nH]c1=S	-9	-13	-1
Cc1cccc(NC(=O)CCc2c(C)nc3ncnn3c2C)n1	-1	8	7
CC1CCc2nc(NC(=O)c3ccc(S(=O)(=O)N4CCCc5ccccc54)cc3)sc2C1 (stereo unspecified)	-15	-8	20
O=c1c([N+](=O)[O-])c(N2CCCCCC2)c2ccccc2n1-c1ccccc1	2	-4	-2
CCCCN(C(=O)CN1C(=O)C2CC=CCC2C1=O)c1c(N)n(CCC)c(=O)[nH]c1=O (stereo unspecified)	-10	1	-12
Cc1cc(C)n2nc(SCC(=O)c3ccc[nH]3)nc2n1	1	-16	13
O=C(CSc1nnc(-c2cccnc2)n1CCc1ccccc1)NCc1ccccc1	-4	0	-9
CCOc1cccc2c1OC1(C)CC2NC(=O)N1c1cccc(F)c1 (stereo unspecified)	-3	-1	-1
Cc1cccc(Cn2cc(/C=C/[N+](=O)[O-])c3ccccc32)c1	-3	-15	7
Cc1ccc(S(=O)(=O)NC(C(=O)OCC(=O)NC(=O)c2cccn2C)C(C)C)cc1 (stereo unspecified)	6	-7	-2
Nc1nnc(Cc2ccc(Cl)c(Cl)c2)s1	1	-6	2
N#CCCN/N=C(/Cc1nc2ccccc2[nH]1)c1cccc(Cl)c1	-1	0	7
CCSc1nc2ccccc2n1Cc1cccc([N+](=O)[O-])c1	10	10	-4
COC(=O)c1cn(NC(=O)C2CCCO2)c(=O)c2ccccc12 (stereo unspecified)	2	-10	-5
Cc1cc(C)cc(NC(=O)C2CCCC2)c1	12	0	-1
C=CCNc1nnc(SC2CC(=O)N(c3ccc(OCCC)cc3)C2=O)s1 (stereo unspecified)	-7	7	5
O=C(CCCSc1nc2ccccc2[nH]1)NCc1ccco1	12	-2	3
CSc1ccc(C2C(C#N)=C(N)Oc3c2ccc(=O)c2c(C)oc(C)c32)cc1 (stereo unspecified)	9	-193	-9
CC1(C)Cc2c(C#N)c(N3CCN(C(=O)c4ccco4)CC3)nc(-c3ccco3)c2CS1	-7	-2	6
Cc1ccc2c(c1)N(CC(=O)NCc1cccs1)C(=O)CO2	0	6	2
CNC(=S)NNC(=O)Cn1ccc(C)n1	8	-6	-3
CCOC(=O)CCc1c(C)c(C#N)c2nc3ccccc3n2c1-n1cnc2ccccc21	-7	-4	-7

The last 3 compounds of the part above are carried over, then new ones follow:
compound	ARNT TACC3 PPI	RAD54 branch	esBAF inh
Cc1ccc2c(c1)N(CC(=O)NCc1cccs1)C(=O)CO2	0	6	2
CNC(=S)NNC(=O)Cn1ccc(C)n1	8	-6	-3
CCOC(=O)CCc1c(C)c(C#N)c2nc3ccccc3n2c1-n1cnc2ccccc21	-7	-4	-7
O=C(NCCCN1CCCC1=O)C1CCN(S(=O)(=O)N2CCOCC2)CC1	-3	-6	-5
CCN(CC)CCNC(=O)Cc1c(C(=O)O)n(C)c2ccccc12	-8	2	-3
Cc1nc2sc(C(c3cccc(F)c3)N3CCC(C)CC3)c(O)n2n1 (stereo unspecified)	25	-9	-3
CC(C)(C)c1cc(N/C=C\c2nnnn2-c2ccc(Br)cc2)no1	0	-29	3
O=C(COc1ccc(F)cc1)Nc1ccc(-n2cnnn2)cc1	-1	-4	-11
Cc1noc(C)c1COc1cccc(C(=O)N2CCN(C/C=C/c3ccccc3)CC2)c1	1	1	-3
O=C(Cn1cc(C(=O)c2cccs2)c2ccccc21)NCC1CCCO1 (stereo unspecified)	1	7	1
Cc1noc(C)c1CN1C(=O)NC2(CCCCCCC2)C1=O	0	-3	-2
C=CCn1c(NCc2ccccc2)nc2ccccc21	-5	1	19
CCOC(=O)C1CCN(C(=O)Cn2cc(C(=O)C3CC3)c3ccccc32)CC1	-10	-3	-4
CCCC1C2C(=O)N(c3ccccc3OC)C(=O)C2ON1c1ccccc1 (stereo unspecified)	-22	10	-6
Cc1[nH]nc2c1C(c1ccc(-c3ccccc3C#N)o1)C(C#N)=C(N)O2 (stereo unspecified)	5	0	-2
COC(=O)C(C)Sc1nc2c(c(=O)n(C)c(=O)n2C)n1Cc1cccc(C)c1 (stereo unspecified)	-10	-4	-3
COc1ccc2c(Cn3cnc4cc([N+](=O)[O-])ccc4c3=O)cc(=O)oc2c1	1	0	17
COc1ccc(C2C(C(=O)N3CCN(c4ccccc4)CC3)c3ccccc3C(=O)N2C)cc1 (stereo unspecified)	1	-2	-7
CSc1nnc(-c2ccc(NC(=O)CCc3ccccc3)cc2)n1C	-4	15	-5
CCOc1ccc(C(=O)Nc2cccc(-c3nc4cccnc4o3)c2)cc1Cl	-18	3	-2
O=C(O)CCCNS(=O)(=O)c1ccc(F)cc1	-5	-3	-1
OC(C#CCN1CCOCC1)(c1ccccc1)C1CC1 (stereo unspecified)	-2	-7	-8
COC(=O)c1sccc1NC(=O)CCC1CCCCC1	-3	-15	16
CC(=O)N(C)c1ccc(OCC(O)COc2ccc(N(C)C(C)=O)cc2)cc1	-6	-7	2
Cc1cccc(NC(=O)C2CCCN(S(=O)(=O)c3cccc4nsnc34)C2)n1 (stereo unspecified)	1	-6	0
COc1ccccc1OCC(=O)Sc1ccc(C)cc1	-6	1	-4
CCOc1ccccc1OCC(=O)Nc1nnc(C)s1	1	-10	1
Cc1ccc(N(CC(=O)NCc2ccco2)C(=O)CCC(=O)Nc2ccccn2)cc1C	-4	-7	3

The list continues:
compound	ARNT TACC3 PPI	RAD54 branch	esBAF inh
COc1ccc(CCC(=O)Nc2ccc(Br)cn2)cc1	-1	-2	-3
Cc1ccc(-n2c(N)c(C(=O)N3CCN(C)CC3)sc2=S)cc1	1	-2	1
CC1CCN(C(=O)Cn2c(=O)oc3ccccc32)CC1	-3	5	-1
COc1ccc(/C=C(/C#N)C(=O)NC2CCCCC2)cc1Br	-3	-3	2
CCOC(=O)COc1c(Br)cc(C2NC(=O)NC(C)=C2C(C)=O)cc1OC (stereo unspecified)	-14	-9	-6
COc1ccc(CNC(N)=O)cc1OC	-2	0	1
CC(C)OC(=O)C(C(=O)C(F)(F)F)c1cc(NS(=O)(=O)c2ccc3ccccc3c2)c2ccccc2c1O (stereo unspecified)	-2	-1	0
CC(=O)c1ccc(NC(=O)c2ccc(S(=O)(=O)N3CCCC3)cc2)cc1	1	-3	4
Cc1c[n+]([O-])n(-c2ccc(C(=O)O)cc2)n1	-6	-12	-8
COc1cccc(CSc2nnc(-c3ccco3)n2C)c1	-6	-7	23
Cc1ccc(S(=O)(=O)CCSc2nc(C)cc(C)c2C#N)cc1	5	-5	-10
COc1ccc(CCN(C(=O)COc2ccccc2)c2nc(-c3ccccc3)cs2)cc1OC	-13	-5	-3
O=C(Nc1ccc(Cl)cc1)N1CCSc2ccccc21	-7	-5	14
CC1CCCCC1NC(=O)Cn1cnc2ccccc2c1=O (stereo unspecified)	-6	-2	-3
CC1(OC(=O)c2cccs2)C(=O)C=C2C=C3CCCN3C=C2C1=O (stereo unspecified)	8.4*	4	-1
O=C(COc1ccc(Cl)cc1)NCc1nnc(SCC(=O)Nc2ccccc2)o1	-4	-3	-3
CCOC(=O)c1[nH]c(C)c(C(=O)Nc2ccc3c(c2)CCC3)c1C	-1	4	15
CN(Cc1cc2ccccc2[nH]c1=O)S(=O)(=O)c1ccccc1	-5	1	12
N#Cc1nc(-c2ccc(OCc3ccc(Cl)cc3)cc2)oc1NCc1cccnc1	-14	-6	26
Cc1ccc(-c2noc(-c3ccccc3Br)n2)cc1	-6	3	-29
COC(=O)c1nc(NC(=O)C(C)(C)C)n[nH]1	-35	-7	1
Cc1cc(C)n(C(=O)COc2c(C)cccc2C)n1	-4	-10	-8
O=C(NCc1nc2ccccc2[nH]1)c1ccc(S(=O)(=O)N2CCOCC2)cc1	14	16	-9
CC(=O)Nc1ccc(NC(=O)c2sc3nc4c(c(-c5ccc(C)cc5)c3c2N)CCC4)cc1	-6	-8	26
O=C(O)c1ccc(CNc2ccccc2C(=O)O)cc1	0	-4	-9

(further entries)
compound	ARNT TACC3 PPI	RAD54 branch	esBAF inh
Nc1c(-c2ccc(Cl)cc2)cnn1-c1cccc(C(F)(F)F)c1	-1	3	68*
CN(Cc1nc(-c2ccncc2)no1)S(=O)(=O)c1ccc(Cl)cc1	-9	-3	0
Cc1ccc(NC(=O)CSC2=C(C#N)C(c3ccco3)C3=C(CCCC3=O)N2)cc1 (stereo unspecified)	0	-3	6
CC(=O)c1coc2c1cc(O)c1ccccc12	0	-4	22
O=C(c1ccccc1F)N1CCC(O)(c2cccnc2)CC1	5	-5	0
CCCC(=O)n1nc(-c2ccc(Cl)cc2)nc1SC	-6	0	33
O=C1N(CCCN2C(=O)C3(OCCO3)c3ccccc32)c2ccccc2C12OCCO2	-9	1	-2
CCC(=O)/C=C1\Sc2ccc(OC)cc2N1CC	25	2	7
COc1ccccc1COC(=O)Nc1c(C)nn(C)c1Cl	-4	-2	5
Cc1cnc(C(=O)Nc2ccccc2-c2nnn(CC(=O)NC3CCCC3)n2)cn1	4	0	0
CCc1nnc(NC(=O)CSc2nnc(CCc3nc4ccccc4[nH]3)n2C)s1	0	-9	-6
Cc1c(C(=O)N(C)C2CCCCC2)sc2ncnc(N3CCN(c4ccccc4F)CC3)c12	-15	4	5
CC(C)(C)OC(=O)NCCc1nnc(SCc2c(Cl)cccc2Cl)o1	19	2	9
Cc1ccc(C(=O)Nc2ccccc2C(N)=O)o1	-3	14	13
CCn1nnc(NC(=O)c2cc(Cl)c(OC)c(Cl)c2)n1	1	-2	-5
O=C(NN=C1C2CC3CC(C2)CC1C3)c1ccncc1	4	-4	3
C=CCn1sc(=N)c(C#N)c1N	2	4	-2
COc1ccc(-c2nc3n(n2)C(c2ccncc2)C(C(N)=O)=C(C)N3)cc1 (stereo unspecified)	2	-8	-11
Cc1ccccc1Cn1ccc(NC(=O)c2cnn3c2NC(c2ccccc2)CC3C(F)(F)F)n1 (stereo unspecified)	-31	-1	-2
C=CCc1c(C)nc(C)nc1N/N=C/c1ccccc1	0	7	-3
COc1ccc(-c2csc(Nc3ncccc3C)n2)cc1OC	7	-11	87*
CCOc1ccc(NC(=O)CC2NCCNC2=O)cc1 (stereo unspecified)	0	-2	17
O=C(CSc1ccccc1)N1CCc2ccccc21	14	1	?
Cn1c(SCc2cccc(F)c2)nnc1-c1ccccn1	12	2	22
COc1ccc2c(CC(=O)N(C)CC3COc4ccccc4O3)coc2c1 (stereo unspecified)	-3	3	-4

More entries:
compound	ARNT TACC3 PPI	RAD54 branch	esBAF inh
C=CCc1cccc(CNc2nc3ccccc3n2CCN2CCOCC2)c1O	5	7	-9
Cc1c(C(=O)N2CCCC2)sc(NC(=O)c2ccccc2)c1C#N	10	16	-5
Cc1cccc(C(=O)c2ccccc2C(=O)O)c1O	0	-6	-2
O=C(O)CCCC(=O)Nc1ccc(C(=O)N2CCCCC2)c(Cl)c1	-8	-2	-2
CC(C)OC(=O)CC(=O)CSc1nc2c(cc1C#N)CCC2	-15	-1	15
COc1ccc(-n2cnc3cc(NS(=O)(=O)c4ccc(C)cc4)ccc32)cc1	3	-11	2
COC(=O)c1ccccc1NC(=O)CSc1ccc(C)cc1	-22	-8	2
COc1ccc2nc(SCC(N)=O)cc(C)c2c1	3	12	4
CCCCC1CCC(C(=O)NC2CCS(=O)(=O)C2)CC1 (stereo unspecified)	-5	-8	-4
O=C(Nc1cccc(F)c1)N1CC=C(n2c(=O)[nH]c3ccccc32)CC1	0	0	1
CN(CCCNC(=O)COc1cc(=O)n(C)c2ccccc12)Cc1ccccc1	3	14	-8
COc1ccc(C(=O)N2CCN(S(=O)(=O)c3ccc(Cl)cc3)CC2)cc1OC	0	-1	-2
N#Cc1ccc(-n2nccc2-c2cnc3n(c2=O)CCS3)cc1	-5	-3	-2
COc1ccc(C/C(N)=N/n2cnnc2)cc1Cl	18	4	-9
